Assay outcomes deposited in PubChem by National Center for Advancing Translational Sciences (NCATS).
Nrf2 inh = inhibitors of Nrf2 signaling; Potency, µM (doses to about 46 µM), inactives show top-dose activity change, negative = inhibition, hits mostly inhibitors; A549 ARE-Fluc reporter, luciferase luminescence, 18-24 h; 360,000 compounds, 2.1% hits; AID 504444; also: % is scaled to controls: 0 for no effect and ±100 for the full control effect; nearly all actives have a fitted effect of over 60% in size
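In this cell-based qHTS, ARE-driven firefly luciferase in A549 cells reports Nrf2 activity; the luminescent signal after BugLite lysis is the measured value, with a prior CellTiter-Fluor read for cell health.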
HepG2 viability = kills HepG2 cells in TGF-b inhibitor counter-screen. HepG2 CAGA-GFP viability, ATP luminescence, 18 h. Potency, µM (series often up to 46.1 µM), without a hit: top-dose activity change, negative = cytotoxicity, hits mostly cytotoxic. 410,000 compounds, 0.76% hits; also: some results filed as inactive show a strong effect at the top dose
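HepG2 CAGA-GFP cells (1000/well, DMEM with 1% FBS) received compound, then TGF-beta at 500 pg/mL final, and were incubated 18 hours at 37 degrees C. Viability was read by CellTiter-Glo luminescence. Media-only wells were set as complete cell-killing and DMSO as no toxicity.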
ATXN2 expr inh = inhibitors of ATXN2 expression. Potency, µM (titrated, usually from 57 µM), without a hit: at the top dose activity change, negative = inhibition, hits mostly inhibitors. HEK-293 ATXN2-luciferase reporter, luminescence, 24 h. 360,000 compounds, 0.72% hits; also: % is scaled to controls: 0 for no effect and ±100 for the full control effect; nearly all actives have a fitted effect of over 55% in size
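qHTS (up to 57 uM final) was run with 24 h compound exposure of reporter cells at 37 °C. Each well was multiplexed: SteadyGlo luminescence measured ATXN2-luciferase expression after a fluorogenic Gly-Phe-AFC viability readout (25 uM final).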
S2 tox = viability counter-screen for ATXN expression inhibitors. S2 cells (HEK-293 line with an ATXN2-luciferase reporter) viability, CellTiter-Fluor protease fluorescence, 24 h. Potency, µM (doses to about 56.7 µM), hits mostly cytotoxic. 400,000 compounds, 0.49% hits; also: nearly all actives have a fitted effect of over 40% in size
A549 tox = counter-screen for Nrf2 inhibitors: cytotoxicity in A549 cells | A549 ARE-Fluc cells, CellTiter-Fluor viability, 18-24 h | Potency, µM (doses to about 46 µM), for the others: top-dose activity change, negative = cytotoxicity, hits mostly inhibitors | 390,000 compounds, 0.16% hits | AID 504648; also: % is scaled to controls: 0 for no effect and ±100 for the full control effect
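Cytotoxicity counterscreen: CellTiter-Fluor fluorescence was measured in A549 ARE_Fluc cells after 18-24 h of compound exposure in a concentration series. The subsequent BugLite luminescent read reports ARE-luciferase activity.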
TGFb SMAD3 inh = TGF-b pathway inhibition; Potency, µM (doses to about 46.1 µM), for inactives: at the top dose activity, negative = inhibition, usual class: inhibitors; HepG2 CAGA-GFP TGF-b/SMAD3 reporter, GFP fluorescence, 18 h; TGF-beta stimulated, 500 pg/mL final; 410,000 compounds, 1.2% hits; AID 588855; also: % is scaled to controls: 0 for no effect and ±100 for the full control effect; nearly all actives have a fitted effect of over 65% in size
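Inhibition was scored as loss of TGF-beta-induced (500 pg/mL final, 18 hours, 37 degrees C) GFP in HEPG2 cells carrying a CAGA-GFP reporter, in DMEM with 1% FBS. Well GFP was summed per cell; Activity was normalised to unstimulated and stimulated DMSO wells, then concentration-response fitting.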
MCF10A rereplic = DNA re-replication induction in MCF 10a cells; MCF 10A DNA re-replication, Hoechst nuclear intensity, 48 h; Potency, µM (top dose mostly 46.1 µM), for the others: at the highest dose activity, positive = re-replication, usual class: activators; 350,000 compounds, 2.9% hits; also: % of control where 0% means no effect; nearly all actives have a fitted effect of over 50% in size
EPAC2 antagonist = blocks human EPAC2 exchange factor; Q8WZA2; EPAC2 GEF exchange of Rap1B-BODIPY-GDP, fluorescence; 360,000 compounds, 0.18% hits; Potency, µM (series often up to 114 µM), without a hit: at the top dose activity, negative = inhibition, actives largely listed as inhibitors; also: % is scaled to controls: 0 for no effect and ±100 for the full control effect; nearly all actives have a fitted effect of over 45% in size; many of its hits are not listed in these tables
Target sequence (Q8WZA2 whole entry, looked up): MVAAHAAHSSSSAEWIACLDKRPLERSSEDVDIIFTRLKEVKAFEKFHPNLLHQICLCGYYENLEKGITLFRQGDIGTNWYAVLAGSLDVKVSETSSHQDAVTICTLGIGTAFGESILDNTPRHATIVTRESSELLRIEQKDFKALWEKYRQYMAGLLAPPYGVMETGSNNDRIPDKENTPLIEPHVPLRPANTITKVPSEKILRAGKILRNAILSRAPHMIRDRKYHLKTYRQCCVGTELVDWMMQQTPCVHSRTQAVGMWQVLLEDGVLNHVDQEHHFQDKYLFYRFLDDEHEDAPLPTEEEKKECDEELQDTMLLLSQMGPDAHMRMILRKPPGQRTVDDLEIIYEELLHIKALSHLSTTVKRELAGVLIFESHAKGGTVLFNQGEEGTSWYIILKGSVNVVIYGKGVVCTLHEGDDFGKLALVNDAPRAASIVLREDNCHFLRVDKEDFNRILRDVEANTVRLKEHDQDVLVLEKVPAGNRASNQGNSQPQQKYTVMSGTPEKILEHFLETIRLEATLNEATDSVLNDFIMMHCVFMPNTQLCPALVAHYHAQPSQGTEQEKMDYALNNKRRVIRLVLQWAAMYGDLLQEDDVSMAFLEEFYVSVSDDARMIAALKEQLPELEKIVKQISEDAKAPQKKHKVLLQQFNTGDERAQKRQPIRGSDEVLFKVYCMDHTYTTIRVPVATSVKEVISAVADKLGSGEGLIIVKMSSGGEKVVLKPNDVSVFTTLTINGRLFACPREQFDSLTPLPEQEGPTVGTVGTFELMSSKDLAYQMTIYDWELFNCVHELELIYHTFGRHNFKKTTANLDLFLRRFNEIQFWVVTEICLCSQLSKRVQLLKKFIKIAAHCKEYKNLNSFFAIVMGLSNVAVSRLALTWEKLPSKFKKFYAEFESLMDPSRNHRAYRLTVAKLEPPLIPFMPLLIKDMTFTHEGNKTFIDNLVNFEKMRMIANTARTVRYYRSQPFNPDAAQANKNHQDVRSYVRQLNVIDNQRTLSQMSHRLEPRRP
Nrf2 activator = Nrf2 pathway activation; AREc32 ARE-luciferase reporter (MCF7-derived line), luminescence, 24 h; Potency, µM (highest dose often 46.1 µM), without a hit: at the highest dose activation, actives largely listed as activators; 410,000 compounds, 0.31% hits; AID 624171; also: % of control where 0% means no effect; nearly all actives have a fitted effect of over 65% in size
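Quantitative high-throughput format: AREc32 reporter cells, 1000 per well, received compound by pin transfer and were incubated 24 hr at 37 deg C, 5% CO2, before Steady-Glo luminescence detection.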
Numbers without * were called inactive; i = inactive; ? = inconclusive; / = no result given; & = joins results of further samples; [ ] = another dose, or the depositor's remark. Calls follow the shape of the dose curve; as a rule, active = well fitted curve in the direction sought with a large enough effect; inconclusive = small, poorly fitted or top-dose-only effect, or another doubt; inactive = no such curve, though single readings can be large; an effect the other way counts as inactive or inconclusive. Potency is read from the fitted curve at half-maximal effect. A portion of the library; count on the stated rates, not on these rows.

no.	structure	HepG2 viability	TGFb SMAD3 inh	Nrf2 inh	Nrf2 activator	S2 tox	EPAC2 antagonist	ATXN2 expr inh	MCF10A rereplic	A549 tox
1	CCCCn1c(-c2nonc2N)nc2ccccc21	-22%	-3%	15µM*	-0.6%	i	-3%	?	?	-20%
2	O=C(C=Cc1ccc2c(c1)OCO2)OCC=Cc1ccc2c(c1)OCO2	-8%	10%	19%	-0.5%	i	-3%	-11%	-10%	11%
3	Cc1ccc(C(=O)N(c2c(C)n(C)n(-c3ccccc3)c2=O)C(C)C)cc1	-1%	-10%	14%	-0.5%	i	0%	3%	1%	0%
4	CCOC(=O)C1=CCN(S(=O)(=O)c2ccccc2C)C1c1ccc(C)cc1 (centres undefined)	2%	2%	/	0.6%	i	-11%	-6%	/	/
5	CCCC#Cc1ccc2c(c1)COc1c3ccccc3nn1-2	-10%	7%	?	12%	i	23%	120%[activator]	17%	-1%
6	COCCn1c(SCC(=O)NCCCN2CCCC2=O)nc2ccccc2c1=O	-1%	-5%	-12%	0.4%	i	-5%	6%	-18%	-6%
7	Cc1ccc(NC(=O)/C(=C\c2ccccc2)NC(=O)/C=C/c2ccccc2)cc1	4%	-8%	13%	-0.4%	i	4%	10%	1%	-2%
8	COc1ccc(CN(Cc2cc3cccc(C)c3[nH]c2=O)C(=O)N(C)C)cc1	0%	-3%	-7%	-0.3%	i	7%	26%	9%	-7%
9	CCOC(=O)c1cc(C(=O)OCC)cc(-n2c(C)cc(C(=O)CN3CCOCC3)c2C)c1	17%	-9%	-6%	0.0%	i	-6%	-13%	3%	-12%
10	Cc1cc(NC(=O)C23CC4CC(C2)CC(n2cnc([N+](=O)[O-])n2)(C4)C3)no1	-4%	-4%	13%	-1.7%	i	2%[57.1 µM]	/	10%	14%

In a second layout: entries from further up.
Results follow in this order: HepG2 viability | TGFb SMAD3 inh | Nrf2 inh | Nrf2 activator | S2 tox | EPAC2 antagonist | ATXN2 expr inh | MCF10A rereplic | A549 tox
3) Cc1ccc(C(=O)N(c2c(C)n(C)n(-c3ccccc3)c2=O)C(C)C)cc1
→ -1% | -10% | 14% | -0.5% | i | 0% | 3% | 1% | 0%
4) CCOC(=O)C1=CCN(S(=O)(=O)c2ccccc2C)C1c1ccc(C)cc1 (centres undefined)
→ 2% | 2% | / | 0.6% | i | -11% | -6% | / | /
5) CCCC#Cc1ccc2c(c1)COc1c3ccccc3nn1-2
→ -10% | 7% | ? | 12% | i | 23% | 120%[activator] | 17% | -1%
6) COCCn1c(SCC(=O)NCCCN2CCCC2=O)nc2ccccc2c1=O
→ -1% | -5% | -12% | 0.4% | i | -5% | 6% | -18% | -6%
7) Cc1ccc(NC(=O)/C(=C\c2ccccc2)NC(=O)/C=C/c2ccccc2)cc1
→ 4% | -8% | 13% | -0.4% | i | 4% | 10% | 1% | -2%
8) COc1ccc(CN(Cc2cc3cccc(C)c3[nH]c2=O)C(=O)N(C)C)cc1
→ 0% | -3% | -7% | -0.3% | i | 7% | 26% | 9% | -7%
9) CCOC(=O)c1cc(C(=O)OCC)cc(-n2c(C)cc(C(=O)CN3CCOCC3)c2C)c1
→ 17% | -9% | -6% | 0.0% | i | -6% | -13% | 3% | -12%
10) Cc1cc(NC(=O)C23CC4CC(C2)CC(n2cnc([N+](=O)[O-])n2)(C4)C3)no1
→ -4% | -4% | 13% | -1.7% | i | 2%[57.1 µM] | / | 10% | 14%

Additional results:
no.	structure	HepG2 viability	TGFb SMAD3 inh	Nrf2 inh	Nrf2 activator	S2 tox	EPAC2 antagonist	ATXN2 expr inh	MCF10A rereplic	A549 tox
11	Cc1ccc(Cl)cc1N1CCN(C(=S)NCc2ccco2)CC1	-19%	16µM*	?	5.8%	i	-17%	-20%	?	0%
12	O=C(OCC(=O)C12CC3CC(CC(C3)C1)C2)c1ccc(CO)cc1	-26%	?	2%	3.3%	i	3%	17%	3%	0%
13	O=C(Cc1ccccc1)N/N=C\c1ccc(Br)o1	0%	7%	9%	-0.1%	i	11%	10%	-2%	1%
14	C=C1CCN(C(CC(C)C)C(=O)OC)S(=O)(=O)c2ccccc21 (centres undefined)	-16%&-3%	6%&7%	?	-0.4%	i	1%	-15%	2%	-2%&4%
15	O=S(=O)(Nc1ncccn1)c1ccc(NS(=O)(=O)c2cccc(Cl)c2Cl)cc1	-6%	-5%	11%	0.1%	i	3%	-12%	-1%	0%
16	COc1ccc(CNC(=O)CC[C@H]2O[C@@H](n3ccc(=O)[nH]c3=O)[C@H](O)[C@@H]2O)cc1	11%	3%	/	-0.1%	i	1%	6%	/	/
17	O=C(COc1ccc(Cl)cc1Cl)Nc1ccc(-c2ccc(N3CCOCC3)nn2)cc1	9%	1%	1%	-0.3%	i	2%	27%	-6%	1%
18	Cc1ccc(C2CC(=O)c3cnc(N4CCN(c5ccccc5)CC4)nc3C2)cc1 (centres undefined)	18%	-6%	10%	0.3%	i	-1%[57.1 µM]	-2%	13%	-10%
19	Cc1cc2nc3c(c(C(F)(F)F)n2n1)CCCC3	2%	8%	3%	0.2%	i	17%	-9%	-6%	0%
20	O=C(/C=C/c1c(Cl)cccc1Cl)NCCCn1ccnc1	-48%	0%	14%	0.3%	i	7%	19%	23µM*	6%
21	Cc1ccc(S(=O)(=O)N2CCN(C(=O)C(C)Cn3nc(C)c(C)c3C)CC2)cc1C (centres undefined)	18%	2%	15%	1.7%	i	5%	-4%	4%	2%
22	COC(=O)Cn1c2ccc(C)cc2c2nc3ccccc3nc21	-10%	-2%	2%	0.3%	i	6%	-13%	21%	3%
23	COc1ccc(OC)c(N(CC(=O)Nc2cccnc2)S(=O)(=O)c2ccc(OC)c(OC)c2)c1	4%	4%	/	-0.6%	i	-2%	4%	0%	-1%
24	Cc1nc2c(-c3ccc(F)cc3)c(C)nn2c(C)c1CCC(=O)Nc1ccc(F)cc1F	5%	-20%	5%	0.5%	i	4%	/	?	5%
25	O=C(NCCCN1CCOCC1)c1cc2c(=O)[nH]c3ccccc3c2s1	-87%	10%	3%	3.7%	i	-5%	-10%	29%	4%
26	Cc1ccc(-c2nc(C)sc2CC(=O)Nc2cccc(C)c2C)cc1	9%	11%	-8%	0.0%[9.22 µM]	?	13%	-1%	-2%	-17%
27	CC(=O)Nc1ccccc1NC(=O)c1cccc2ccccc12	-9%	?	8%	0.3%	i	7%	1%	1%	5%
28	Cc1ccc(C(=O)Nc2cccc(C(=O)N/N=C/c3ccccc3F)c2)cc1	-17%	?	?	0.4%	i	-23%	?	2%	?
29	CN(C(=O)c1cc([N+](=O)[O-])ccc1N1CCCC1)C1CCCCC1	2%	3%	-19%	-1.1%	?	-12%	0%	-1%	?
30	CCCN(c1ccc(C(C)C)cc1)S(=O)(=O)c1ccc2c(c1)n(C)c(=O)c(=O)n2C	-3%	-2%	-10%	-0.7%	i	/	-5%	/	-2%
31	CN(Cc1ccccc1)C(=S)NC(=O)c1ccc(-c2ccccc2)cc1	-9%	-19%	?	3.7%	i	5%	-8%	10%	-5%
32	Cc1c(C(=O)NN2CCN(C)CC2)cccc1[N+](=O)[O-]	1%	-14%	-3%	-0.5%	i	-3%	-2%	17%	11%
33	O=C(CCn1nc(-c2ccc(Cl)cc2)ccc1=O)NCc1ccccn1	-4%	-11%	3%	2.8%	i	-11%[57.1 µM]	-1%	-8%	-2%
34	CN(C)c1ccc(NC(=O)CN2CCN(S(=O)(=O)c3cc(Cl)ccc3Cl)CC2)cc1	-39%	?	?	1.6%	i	-2%	-4%	2%	-1%
35	CC(=O)c1c(C)[nH]c(C(=O)NCCc2c[nH]c3ccccc23)c1C	-1%	-6%	?	10%	i	7%	70%[activator]	25%	2%
36	CCOC(=O)c1cc(S(=O)(=O)N2CCN(c3ccc(C)cc3C)CC2)[nH]n1	-48%	?	/	-0.4%	i	/	-19%	/	2%
37	CC(=O)OCC1OC(n2ncc(=O)n(Cc3ccccc3)c2=O)C(OC(C)=O)C1OC(C)=O (centres undefined)	23%	19%	1%	-0.4%	i	-4%	-17%[11.3 µM]	0%	-2%
38	CCn1c(C)c(C)c2cc(C(=O)NCCCN3CCOCC3)ccc21	6%	0%	3%	-0.7%	i	3%	9%	0%	-1%
39	COc1ccc(OCC(=O)N2c3ccccc3CC2C)c([N+](=O)[O-])c1 (centres undefined)	-3%	14%	-8%	4.4%	i	-5%	8%	-44%[inhibitor]	-2%
40	CSc1ccc(/C=N/Nc2ccc(Cl)c(C(=O)O)c2)cc1	7%	-5%	?	3.8%	i	-10%	-32%	-3%	-5%
41	COc1cc(C(=O)N(Cc2cccnc2)Cc2cc3cc4c(cc3[nH]c2=O)OCCO4)cc(OC)c1OC	-3%	-25%	9%	0.1%	i	8%	4%	-5%	-2%
42	Cc1cc(Nc2ccccc2)n(CCC#N)n1	7%	15%	2%	0.2%	i	-2%	-10%	2%	-1%
43	O=C1N=c2ccccc2=C1c1c(O)[nH]c2c(C(F)(F)F)cccc12	4%	-1%	-13%	8.4%	i	1%	-22%	-3%	0%
44	CCCn1c(N)c(N(CCOC)C(=O)c2ccc(S(=O)(=O)N3CCOCC3)cc2)c(=O)[nH]c1=O	5%	3%	20%	0.1%	i	2%	0%	-3%	7%
45	COc1cc(OC)c(C(=O)Nc2cccc(C(C)=O)c2)cc1OC	-14%	-10%	/	6.8%	i	3%	54%[activator]	-1%	-1%
46	CS(=O)(=O)N(CC(=O)N1CCCC1)c1ccccc1F	1%	12%	-3%	0.4%	i	6%	-5%	-1%	-1%
47	CC(C)(C)OC(=O)[C@H](CCCCN)NC(=O)c1nc[nH]c1C(=O)N[C@@H](CCCCN)C(=O)OC(C)(C)C	-29%	-19%	27%	0.3%	i	7%	-2%	-6%	3%
48	Cc1ccc(C2C=C(c3ccccc3OC(F)F)Nc3ncnn32)cc1 (centres undefined)	1%	5%	-19%	16%	/	3%	-10%	14%	13%
49	Cc1ccc(-c2c(CN3CCN(c4cc(Cl)ccc4C)CC3)csc2C)cc1	-16%	?	?	-0.8%	/	/	/	/	14%
